Tb MetRS inh: blocks T. brucei methionyl-tRNA synthetase activity; purified T. brucei MetRS, ATP depletion, Kinase-Glo luminescence; inhibition, % at 11.9 µM; actives 0.4% (n = 360,000);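 active = inhibition above a per-plate cutoff of the control wells' mean inhibition plus 3 SD, cut at about 5.5% in these data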;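 also: 0% = DMSO wells median and 100% = median of wells with control inhibitor compound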
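technique = Kinase-Glo luminescence, ATP depletion format | system = purified MetRS (methionyl-tRNA synthetase) enzyme from Trypanosoma brucei | timing = 15 min preincubation, 2 h reaction, all 25 °C | evaluation = percent inhibition versus plate control medians | dosing = single dose, 11.9 µM final nominal, 0.9% final DMSO | also added = substrates ATP, L-methionine and bulk Escherichia coli tRNA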
CSN inh: blocks human CSN-mediated cullin deneddylation. Q92905. Purified CSN, SCF-Nedd8-OG deneddylation, fluorescence polarization. inhibition, % at 12.5 µM. actives 0.38% (n = 360,000). AID 651999;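 active = pattern-corrected inhibition above about 35%, with an unprinted fluorescence ratio check between 0.5 and 1.5, limit read from the data, passing the limit was not always enough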;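 also: 0% = enzyme with substrate and 100% = substrate without enzyme; some results filed as inactive read as strong as hits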
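Test system: purified human Csn5 enzyme expressed in HEK293T cells. Amount: 0.24 nM enzyme. Reagent: SCFSkp2-Nedd8OG substrate at 10 nM final. Schedule: 90 min incubation of compound, enzyme and substrate at room temperature. Detection: fluorescence polarization. Read-out: % inhibition of substrate cleavage by Csn5.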
STEP block: inhibitors of human striatal-enriched phosphatase STEP; P54829; recombinant STEP, OMFP fluorogenic substrate, fluorescence; inhibition, % at 20 µM; actives 0.25% (n = 360,000); AID 588621;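 active = inhibition at 20 µM, scaled per plate between control wells, above about 37%, limit read from the data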;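 also: 0% = DMSO with enzyme and substrate and 100% = substrate only without enzyme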
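Material: STEP (striatal-enriched tyrosine phosphatase) enzyme, cell-free | Medium: 50 mM Bis-Tris pH 6.0 with 2.5 mM DTT and 0.005% Tween 20 | Read-out: Percent inhibition scaled to no-enzyme and uninhibited-enzyme controls, plate-pattern corrected | Signal: Fluorescence read at 480 nm ex / 540 nm em | Times: 20 min reaction, room temperature, in the dark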
Scp-1 inhibitor: blocks human Scp-1 phosphatase activity; Q9GZU7; Recombinant Scp1, phosphopeptide, malachite green phosphate absorbance; inhibition, % at 20 µM; actives 0.88% (n = 340,000); AID 493091;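 active = inhibition above about 50% at 20 µM, limit read from the data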;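 also: plate controls were DMSO wells with enzyme for no effect and wells lacking enzyme for full effect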
Target sequence (Q9GZU7 76-261 limits assumed): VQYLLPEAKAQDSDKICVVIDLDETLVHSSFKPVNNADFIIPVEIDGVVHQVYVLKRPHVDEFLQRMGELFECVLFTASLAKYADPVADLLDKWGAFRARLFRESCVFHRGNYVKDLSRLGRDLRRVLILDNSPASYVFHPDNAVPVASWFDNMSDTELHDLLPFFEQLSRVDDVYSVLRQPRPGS
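System: SCP-1 catalytic domain; Reagent: Phospho 17-mer peptide substrate; Doses: one concentration, 20 µM, with 1.0% DMSO; Incubation: 45 min room-temperature reaction, 5 min colour, 30 min stabiliser; Signal: Phosphate-binding colour reagent, absorbance read at 630 nm.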
SUMO1-SIM PPI: alters human SUMO1 binding to SIM partners | P63165 | SUMO1 binding to a labelled peptide, TR-FRET, 1 h | inhibition, % at 20 µM | actives 0.33% (n = 360,000) | AID 602429; in the data active = inhibition above about 37%
Target sequence (P63165 whole entry, looked up): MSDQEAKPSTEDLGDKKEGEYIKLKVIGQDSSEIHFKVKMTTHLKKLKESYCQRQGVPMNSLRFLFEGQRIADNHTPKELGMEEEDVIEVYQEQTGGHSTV
PABP1 MLLE inh: inhibitors of microRNA-mediated deadenylation, human PABP1 MLLE binding; GST-MLLE / FITC-PAM2 fluorescence polarization; P11940; inhibition, % at 20 µM; actives 0.36% (n = 360,000); in the data active = inhibition above about 35%, passing the limit was not always enough;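 also: plate controls were DMSO wells with GST-MLLE for no effect and wells lacking GST-MLLE protein for full effect; some results filed as inactive read as strong as hits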
DNMT1 inh: inhibitors of human DNMT1 | P26358 | DNMT1 molecular beacon, Hinp1I cleavage, fluorescence | inhibition (reported as % activation of signal), % at 10 µM | actives 0.83% (n = 360,000) | AID 588458; in the data active = inhibition above about 50%
NadD block: blocks S. aureus nicotinate mononucleotide adenylyltransferase; AID 602399; purified NadD enzyme, colorimetric absorbance read-out; inhibition, % at 20 µM; actives 0.78% (n = 360,000); in the data active = inhibition above about 26%; also: some compounds past the cut are filed as inactive
LMPTP inh: blocks human LMPTP phosphatase | actives 0.22% (n = 360,000) | recombinant LMPTP-A, OMFP fluorogenic substrate, fluorescence intensity | AID 651560 | inhibition, % at 20 µM;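 active = compounds that cut the enzyme signal by at least half of the control window in the single-dose screen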;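 also: plate controls were DMSO wells with enzyme plus substrate for no effect and substrate without enzyme for full effect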
Target sequence (P24666 whole entry, looked up): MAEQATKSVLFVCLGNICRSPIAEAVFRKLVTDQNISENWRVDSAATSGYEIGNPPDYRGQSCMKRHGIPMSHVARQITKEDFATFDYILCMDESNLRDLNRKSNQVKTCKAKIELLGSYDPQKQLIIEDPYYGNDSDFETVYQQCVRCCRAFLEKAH
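Assay system: LMPTP-A phosphatase enzyme | Input: 0.625 nM enzyme | Also added: Fluorogenic phosphatase substrate OMFP at 400 µM final | Compound dosing: One test concentration per compound, 20 µM, with 3% DMSO overall | Schedule: 50 min enzyme reaction at room temperature, protected from light | Signal: Fluorescence intensity | Benchmarks: no-enzyme and uninhibited controls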
Rpn11 block: Rpn11 (human) deubiquitinase inhibition. O00487. human 26S proteasome, Ub4-pepOG fluorescence polarization; 20S core pre-blocked with epoxomicin. calls only at 20 µM. actives 0.59% (n = 360,000). AID 588493;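 active = inhibition at 20 µM, scaled to each plate's controls, above about 33%, limit read from the data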
Target sequence (O00487 whole entry, looked up): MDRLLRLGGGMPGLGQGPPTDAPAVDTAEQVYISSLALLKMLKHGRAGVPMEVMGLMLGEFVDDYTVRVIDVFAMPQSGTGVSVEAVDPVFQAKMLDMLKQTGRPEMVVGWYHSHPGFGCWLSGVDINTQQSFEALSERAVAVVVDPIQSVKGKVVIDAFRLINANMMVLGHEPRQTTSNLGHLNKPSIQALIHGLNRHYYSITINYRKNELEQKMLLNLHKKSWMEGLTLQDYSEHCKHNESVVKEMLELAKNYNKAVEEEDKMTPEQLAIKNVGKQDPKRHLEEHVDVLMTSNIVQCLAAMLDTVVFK
* marks the source's active call; other numbers are inactive results; i = inactive; . = not tested or not shown.

item	Structure	STEP block	Scp-1 inhibitor	SUMO1-SIM PPI	Tb MetRS inh	NadD block	PABP1 MLLE inh	Rpn11 block	LMPTP inh	DNMT1 inh	CSN inh
1	CCCOC(=O)CN1C(=O)c2ccc(C(=O)OCCC)cc2C1=O	0	-13	-21	-0.1	2	11	i	-0.8	2	0
2	Cc1ccc(C(c2c(C)[nH][nH]c2=O)c2c(C)[nH][nH]c2=O)cc1[N+](=O)[O-]	4	-2	0	-0.1	-6	-55	i	2.4	-12	2
3	CCOC(=O)N1CCN(C(=O)c2cc(COc3c(F)cccc3F)on2)CC1	-1	-7	1	0.5	-1	-10	i	2.5	-10	-2
4	Cn1c(N)c(C(=O)COC(=O)[C@@H]2CCCN2S(=O)(=O)c2ccc(Cl)cc2)c(=O)n(C)c1=O	-1	-10	7	-0.2	4	-11	i	-0.8	-1	-2
5	C=CCOC(=O)C(C#N)c1nc2ccccc2nc1N1CCN(Cc2ccc3c(c2)OCO3)CC1 (stereo not drawn)	2	9	-4	-1.1	12	-10	i	6.3	-18	2
6	O=C(COC(=O)c1ccccc1Br)NC1CCCC1	0	-1	3	0.8	2	11	i	-1.2	1	5
7	O=C(COC(=O)Cn1nc(-c2ccccc2)oc1=O)Nc1ccc(F)cc1	-1	-4	-1	-0.1	-5	6	i	-1.1	3	2
8	CCOc1ccc(N(CC)S(=O)(=O)c2c(C)[nH]c(=O)[nH]c2=O)cc1	-2	-10	6	-0.5	-7	-4	i	-0.9	1	-4
9	Cc1nc(Cl)nc(N(C)c2ccccc2)c1[N+](=O)[O-]	0	-16	0	-0.1	-5	-22	i	1.1	8	5
10	COc1ccc(N(CC(=O)N2c3ccccc3CC2C)S(=O)(=O)c2c(C)noc2C)cc1 (stereo not drawn)	4	-9	0	0.4	-9	-2	i	1.7	-4	-3
11	O=C(NN1C(=O)C2C3C=CC(C3)C2C1=O)c1ccco1 (stereo not drawn)	-1	1	3	-0.1	1	2	i	0.1	0	0
12	CCCCNC(=O)C1c2ccccc2OCC(=O)N1CCOC (stereo not drawn)	.	.	1	-0.5	5	.	.	-2.1	.	-5
13	Cc1cc(OCC(=O)OCC(=O)N(Cc2ccccc2)C(C)(C)C)ccc1Cl	0	.	3	-0.2	-2	-7	i	5.2	1	-4
14	O=C(Nc1ccccc1C(=O)NCCN1CCOCC1)c1ccco1	-1	-8	0	-0.8	-6	12	i	-1.0	4	-2
15	COc1ccc(NC(=O)CSCc2cc(=O)n3ccsc3n2)cc1	-1	-6	0	0.8	1	-4	i	0.7	-1	-1
16	Cc1cccc(NC(=O)COC(=O)c2ccc(S(=O)(=O)N3CCCC3)cc2)c1	-1	-8	-3	0.1	-5	3	i	-0.5	-2	-4
17	O=C(Nc1ccccc1C(=O)N1CCN(Cc2ccccc2)CC1)c1ccccc1	5	-5	5	0.1	-1	-2	i	-0.3	-1	-3
18	COc1ccc(C(=O)c2c(C)oc3ccc(O)cc23)c(OC)c1	0	-9	3	-0.3	-2	10	i	0.1	-4	-2
19	Cc1ccccc1OCCSc1nnc(C)n1-c1ccccc1	-2	-3	1	-0.7	11	-5	i	0.3	2	-4
20	S=c1[nH]nc(-c2cccs2)n1/N=C/c1cn(-c2ccccc2)nc1-c1cccs1	-1	-9	7	0.0	28	-88	i	3.4	-13	2

Some of these compounds in order of SMILES length, high to low:
item	Structure	STEP block	Scp-1 inhibitor	SUMO1-SIM PPI	Tb MetRS inh	NadD block	PABP1 MLLE inh	Rpn11 block	LMPTP inh	DNMT1 inh	CSN inh
4	Cn1c(N)c(C(=O)COC(=O)[C@@H]2CCCN2S(=O)(=O)c2ccc(Cl)cc2)c(=O)n(C)c1=O	-1	-10	7	-0.2	4	-11	i	-0.8	-1	-2
20	S=c1[nH]nc(-c2cccs2)n1/N=C/c1cn(-c2ccccc2)nc1-c1cccs1	-1	-9	7	0.0	28	-88	i	3.4	-13	2
8	CCOc1ccc(N(CC)S(=O)(=O)c2c(C)[nH]c(=O)[nH]c2=O)cc1	-2	-10	6	-0.5	-7	-4	i	-0.9	1	-4
17	O=C(Nc1ccccc1C(=O)N1CCN(Cc2ccccc2)CC1)c1ccccc1	5	-5	5	0.1	-1	-2	i	-0.3	-1	-3
7	O=C(COC(=O)Cn1nc(-c2ccccc2)oc1=O)Nc1ccc(F)cc1	-1	-4	-1	-0.1	-5	6	i	-1.1	3	2
18	COc1ccc(C(=O)c2c(C)oc3ccc(O)cc23)c(OC)c1	0	-9	3	-0.3	-2	10	i	0.1	-4	-2
9	Cc1nc(Cl)nc(N(C)c2ccccc2)c1[N+](=O)[O-]	0	-16	0	-0.1	-5	-22	i	1.1	8	5
15	COc1ccc(NC(=O)CSCc2cc(=O)n3ccsc3n2)cc1	-1	-6	0	0.8	1	-4	i	0.7	-1	-1
14	O=C(Nc1ccccc1C(=O)NCCN1CCOCC1)c1ccco1	-1	-8	0	-0.8	-6	12	i	-1.0	4	-2
6	O=C(COC(=O)c1ccccc1Br)NC1CCCC1	0	-1	3	0.8	2	11	i	-1.2	1	5

New compounds follow.
item	Structure	STEP block	Scp-1 inhibitor	SUMO1-SIM PPI	Tb MetRS inh	NadD block	PABP1 MLLE inh	Rpn11 block	LMPTP inh	DNMT1 inh	CSN inh
21	Cc1ccc(C)c(N2CCN(C(=O)CSc3ccsc3[N+](=O)[O-])CC2)c1	1	8	-14	0.1	11	3	i	-0.3	2	-6
22	CCCCn1c(N)c(N(CC)C(=O)CN2C(=O)NC(C)(c3ccccc3)C2=O)c(=O)[nH]c1=O (stereo not drawn)	-1	-31	0	-0.6	-3	4	i	-1.0	4	1
23	CN(CC(=O)Nc1ccc(F)c(F)c1F)C(=O)/C=C/c1ccc(Cl)cc1	0	-4	-3	0.1	0	-13	i	0.2	-4	-5
24	Cc1ccccc1OCC1Cc2c(nc(N)c(C#N)c2N)O1 (stereo not drawn)	3	0	-2	-0.4	-2	-8	i	-1.5	-1	6
25	CCOC(=O)c1cc(C)sc1NC(=O)C1CCC1	0	-10	3	-0.3	-1	15	i	0.8	-2	0
26	Clc1nnc(N2CCCCC2)c2ccccc12	2	-2	3	-0.8	-3	-9	i	2.1	0	7
27	CCOc1ccccc1CNC(=O)Cn1c(=O)oc2ccccc21	0	-6	0	-0.6	1	-8	i	0.2	5	1
28	CCN(C(=O)CN1CCC(C(=O)OC)CC1)c1c(N)n(Cc2ccccc2)c(=O)[nH]c1=O	-2	-5	-4	-0.1	0	0	i	-1.3	1	1
29	COCCNC(=S)N/N=C/c1ccc2c(c1)OCCO2	-1	-3	-12	-0.5	-3	-1	i	-1.7	-2	-2
30	O=C(CCS(=O)(=O)c1ccc(Br)cc1)N1CCN(c2ccccc2)CC1	2	15	0	-1.5	-1	8	i	-1.5	28	1
31	Cc1c(C(=O)Nc2cccc(S(=O)(=O)N3CCOCC3)c2)oc2ccc(Br)cc12	-2	-7	-5	-0.4	14	-19	i	0.6	2	5
32	COc1cc(S(=O)(=O)Nc2ccccc2C)ccc1Cl	-3	-12	1	-0.9	-3	-2	i	1.0	1	1
33	O=C(Nc1nonc1NC(=O)c1cccs1)c1cccs1	0	-6	6	-0.2	2	7	i	1.1	-8	6
34	CC(C)(C)c1nnc2sc(SC/C(O)=C(\C#N)c3nc4ccccc4[nH]3)nn2c1=O	4	-3	14	-0.2	25	-47	i	0.4	-14	6
35	CCCCOc1ccc(C(O)(CC)CCN2CCOCC2)cc1 (stereo not drawn)	3	-9	-5	-0.6	-4	-18	i	0.7	-1	2
36	COc1ccc(CC(=O)c2ccc(OC)c(OC)c2C)cc1OC	-1	-11	-1	-0.2	-7	0	i	-1.3	3	5
37	CNC(=S)N/N=C/c1ccc(OCC(=O)Nc2c(C)cc(C)cc2C)c(OC)c1	-4	3	-2	-0.6	-6	-1	i	-2.2	-1	-14
38	c1ccc(CNc2ncnc3c2oc2ccccc23)nc1	2	-7	-3	-0.8	4	-8	i	-0.1	-3	-1
39	COc1ccc(Cn2c(-c3ccc(OC)cc3)n[nH]c2=S)cc1	-1	-10	1	-0.6	1	-19	i	-0.9	0	7
40	COC1CC(N)C2OC(c3ccccc3)OCC2O1 (stereo not drawn)	-2	.	2	-0.1	-1	8	i	-2.3	6	2

item	Structure	STEP block	Scp-1 inhibitor	SUMO1-SIM PPI	Tb MetRS inh	NadD block	PABP1 MLLE inh	Rpn11 block	LMPTP inh	DNMT1 inh	CSN inh
41	Cn1c(SCC(=O)NCCC2=CCCCC2)nnc1C(F)(F)F	0	.	2	0.1	1	1	i	3.6	1	1
42	N#Cc1ccc2sn(-c3ccccc3)c(=O)c2c1	0	.	7	-0.9	10	28	i	-1.0	-2	7
43	CCOC(=O)Cn1c(O)c(N=NC(=O)CNC(=O)Cc2ccccc2)c2ccccc21	2	-8	-31	0.0	0	3	i	-1.0	1	3
44	COc1ccc(CNC(=O)c2sc(=O)n(Cc3ccc(S(=O)(=O)N(C)C)cc3)c2C)cc1	0	.	0	-0.2	1	-2	i	0.2	0	4
45	O=C(COc1ccc2c3c(c(=O)oc2c1)CCC3)N[C@@H](Cc1ccccc1)C(=O)O	2	4	-1	2.5	1	8	i	-0.2	-2	-2
46	CCOC(=O)Cc1csc(NS(=O)(=O)c2ccc(SC)cc2)n1	-1	5	-3	-1.4	5	-10	i	-1.2	3	-6
47	COc1ccc(CC(=O)N[C@@H](CCSC)C(=O)N2CCC3(CC2)NCCc2[nH]cnc23)cc1	2	-9	3	0.1	-6	14	i	-1.7	-2	0
48	COC(=O)[C@H](C)[C@H]1C[C@]1(C)[C@H](NC(=O)OCc1ccccc1)c1ccccc1	1	-9	-3	0.0	-1	3	i	0.2	-2	-2

High-throughput results from PubChem BioAssay.
